Bioassay records deposited in PubChem BioAssay by several laboratories.
SRC3 inh – inhibits human SRC3 coactivator | inhibition, % at 3.6 µM | 360,000 compounds, 0.17% hits | HEK293 GAL4-SRC3 luciferase reporter, luminescence | Q9Y6Q9;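 active means inhibition above a per-campaign cutoff, the mean of all compounds plus 3 SD, cut at about 60% in these data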;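 further: 0% = DMSO-treated cells and 100% = gossypol-treated cells at 36 µM; higher means less SRC3-driven luciferase light from the GAL4 reporter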
Target sequence (Q9Y6Q9 whole entry, looked up, the tested form may be a part): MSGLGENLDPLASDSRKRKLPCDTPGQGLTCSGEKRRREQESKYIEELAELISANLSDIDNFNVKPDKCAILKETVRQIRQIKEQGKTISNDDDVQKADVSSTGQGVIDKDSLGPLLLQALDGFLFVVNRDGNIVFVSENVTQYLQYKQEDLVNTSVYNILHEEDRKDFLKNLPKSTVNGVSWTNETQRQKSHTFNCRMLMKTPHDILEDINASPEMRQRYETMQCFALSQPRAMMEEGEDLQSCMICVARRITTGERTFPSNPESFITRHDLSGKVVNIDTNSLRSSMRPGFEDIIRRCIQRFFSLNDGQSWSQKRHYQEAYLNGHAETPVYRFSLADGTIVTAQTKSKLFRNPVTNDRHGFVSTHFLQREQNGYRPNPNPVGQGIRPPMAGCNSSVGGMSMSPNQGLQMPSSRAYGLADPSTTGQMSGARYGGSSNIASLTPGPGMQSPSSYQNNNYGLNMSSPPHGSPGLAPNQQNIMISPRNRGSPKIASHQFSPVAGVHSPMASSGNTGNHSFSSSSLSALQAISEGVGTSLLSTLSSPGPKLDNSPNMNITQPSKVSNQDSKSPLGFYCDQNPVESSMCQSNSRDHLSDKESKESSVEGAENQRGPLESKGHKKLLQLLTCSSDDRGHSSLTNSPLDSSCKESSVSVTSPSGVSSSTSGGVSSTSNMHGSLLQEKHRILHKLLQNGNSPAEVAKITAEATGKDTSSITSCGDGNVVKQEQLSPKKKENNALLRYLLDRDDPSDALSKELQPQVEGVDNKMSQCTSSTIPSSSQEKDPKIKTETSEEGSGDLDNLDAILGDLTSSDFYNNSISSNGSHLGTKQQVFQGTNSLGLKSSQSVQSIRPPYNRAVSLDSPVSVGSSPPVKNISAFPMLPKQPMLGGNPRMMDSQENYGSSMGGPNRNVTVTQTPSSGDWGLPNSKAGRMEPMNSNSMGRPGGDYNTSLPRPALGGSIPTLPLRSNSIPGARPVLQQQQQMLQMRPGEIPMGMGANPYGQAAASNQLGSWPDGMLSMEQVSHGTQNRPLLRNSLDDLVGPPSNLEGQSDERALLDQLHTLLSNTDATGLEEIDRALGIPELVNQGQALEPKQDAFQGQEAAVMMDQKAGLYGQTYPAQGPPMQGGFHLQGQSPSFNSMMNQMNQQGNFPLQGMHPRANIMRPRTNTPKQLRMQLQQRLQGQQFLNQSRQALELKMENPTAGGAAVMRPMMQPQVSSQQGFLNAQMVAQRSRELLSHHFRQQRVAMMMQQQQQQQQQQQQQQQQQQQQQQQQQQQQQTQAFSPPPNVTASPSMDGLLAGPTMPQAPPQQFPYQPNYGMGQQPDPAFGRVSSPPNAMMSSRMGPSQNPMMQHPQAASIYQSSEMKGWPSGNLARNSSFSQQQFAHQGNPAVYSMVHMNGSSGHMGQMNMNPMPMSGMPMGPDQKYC
TROY NFkB inh – blocks TROY-dependent signaling in reporter cells; Q293 LMP1-TROYcd NF-kB luciferase reporter, 4 h; inhibition, % at 10 µM; AID 1347056; 360,000 compounds, 0.98% hits;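 active means compounds whose plate-normalised and pattern-corrected inhibition of the luciferase reporter signal at the single screening dose is 50% or more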
ABHD5 PLIN5 PPI – inhibitors of human ABHD5-perilipin-5 interaction; Q00G26+Q8WTS1; Split G. princeps luciferase complementation, luminescence, 4 h; inhibition, % at 4 µM; 360,000 compounds, 0.78% hits; AID 602281;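 active means inhibition above the mean inhibition across every tested compound plus 3 SD, cut at about 22% in these data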;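 further: 0% = DMSO only wells and the 100% control is not disclosed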
LRH-1 inv ag – inverse agonists of human LRH-1 (NR5A2); O00482; HEK293T StAR-luciferase reporter, LRH-1 transfected, 24 h; inhibition, % at 3.6 µM; 360,000 compounds, 0.13% hits; AID 602396;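 active means inhibition above the mean inhibition of all tested compounds plus 3 SD, cut at about 73% in these data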;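 further: 0% = DMSO wells and 100% = reporter-only cells lacking LRH-1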
NR2F2 inh – NR2F2 (human) inhibition, primary screen; inhibition, % at 8.6 µM; 370,000 compounds, 0.7% hits; P24468; HEK293T NGFI-A luciferase reporter, luminescence;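 active means inhibition above a per-plate cutoff, mean inhibition of test wells between control levels plus 3 SD, cut at about 38% in these data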;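 further: cells cotransfected with COUP-TFII expression vector driving the NGFI-A reporter; 0% = median of COUP-TF2 test wells and 100% = reporter-only cells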
NCOA1 inh – inhibitors of human steroid receptor coactivator 1 (SRC1); Q15788; HEK293 GAL4-SRC1 luciferase reporter, luminescence; inhibition, % at 3.6 µM; 360,000 compounds, 0.12% hits; AID 588354;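 active means inhibition above the campaign mean plus 3 SD, with each screening campaign given its own cutoff, cut at about 60% in these data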;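 further: 0% = DMSO treated cells and 100% = gossypol at 36 µM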
Exocytosis inh – blocks lytic granule exocytosis. inhibition, % at 10 µM. 360,000 compounds, 0.66% hits. TALL-104 LAMP-1 surface exposure, flow cytometry; cells stimulated with thapsigargin and PMA;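 active means inhibition above about 55%, limit read from the data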
NOD2-RIPK2 inh – blocks binding of human NOD2 to RIPK2 | 360,000 compounds, 0.38% hits | CHO BLA complementation NOD2-RIPK2, CCF4 ratio | O43353 | inhibition, % at 4.98 µM; in the data active means inhibition above about 21%;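 further: 0% = vehicle only and 100% = reference blocker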
TWEAK Fn14 block – blocks TWEAK-Fn14 interaction in a reporter cell assay; TWEAK-stimulated Fn14 reporter cells, luciferase luminescence, 8 h; inhibition, % at 10 µM; 360,000 compounds, 2% hits; in the data active means inhibition above about 50%
NCOA2 inhibitor – human SRC2 (NCOA2) inhibition | HEK293 GAL4-SRC2 luciferase reporter, luminescence | inhibition, % at 9 µM | 370,000 compounds, 0.17% hits;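 active means inhibition above the mean inhibition of all tested compounds plus 3 SD, set per campaign, cut at about 52% in these data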;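 further: 0% = DMSO treated cells and 100% = cells given Gossypol at 36 µM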
TLR9-MyD88 inh – blocks human TLR9 binding to MyD88 | 340,000 compounds, 0.21% hits | CHO BLA complementation TLR9-MyD88, CCF4 FRET ratio | AID 504734 | inhibition, % at 4.98 µM;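 active means inhibition above the mean over all tested compounds plus 3 SD, cut at about 21% in these data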;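 further: 0% = DMSO only wells and 100% = clavulanate BLA inhibitor control wells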
* marks the source's active call; other numbers are inactive results; . = not tested or not shown.

Compound,SRC3 inh,TROY NFkB inh,ABHD5 PLIN5 PPI,LRH-1 inv ag,NR2F2 inh,NCOA1 inh,Exocytosis inh,NOD2-RIPK2 inh,TWEAK Fn14 block,NCOA2 inhibitor,TLR9-MyD88 inh
CCN(CC)S(=O)(=O)c1ccc(C)c(NC(=S)N2CCN(c3ccccn3)CC2)c1,5,6,-1,12,0,1,6,1,18,12,0
O=C(NCCCN1CCOCC1)C1CC(=O)N(C2CCCCC2)C1 (stereo not given),5,-12,-1,6,-3,-10,-2,0,8,-29,9
CCOC(=O)C1CCN(C2CCN(C(=O)c3oc4c(C)c(C)ccc4c3C)CC2)CC1,-13,-44,2,-23,-13,-41,4,-3,-58,2,-15
O=[N+]([O-])c1ccccc1S(=O)(=O)N1CCN(C2CCN(Cc3ccccc3)CC2)CC1,6,-4,-4,3,-8,6,-1,0,2,1,0
Cc1cc(C)nc(Nc2ccccc2F)n1,2,10,5,23,12,-48,18,-17,-3,-40,4
CCC(=O)NCCCOc1ccccc1,6,-1,-3,-21,14,-5,14,-9,15,0,-5
CC(C)CC1NC(=O)N(CC(=O)NC2CCCc3ccccc32)C1=O (stereo not given),7,0,-2,-4,-2,1,-3,-3,-10,-28,4
CC(=O)c1ccc(OCc2cn(CC(=O)c3ccc(O)cc3)nn2)cc1,8,-3,23*,-17,16,-7,0,-3,10,12,0
CCCCC(=O)NNC(=S)NC(=O)C(c1ccccc1)c1ccccc1,-14,9,3,2,17,-7,-1,-14,-23,-11,1
NNC(=O)CNC(c1ccccc1)c1cc(Br)ccc1N (stereo not given),10,-1,10,13,0,14,8,8,4,18,-2
CCOC(=O)[C@]12CCCC=C1N(Cc1cccc3ccccc13)C(=O)[C@H](CC(=O)N1CCC(c3ccccc3)CC1)C2,.,-8,12,17,1,.,-1,7,20,-2,.
CCOc1ccc(S(=O)(=O)NC(=O)c2ccccc2)cc1,1,13,4,15,-1,-8,-1,2,2,4,6
COc1ccc(NC(=O)c2cccc(N3C(=O)C4C5C=CC(C5)C4C3=O)c2)c(OC)c1 (stereo not given),1,6,2,-6,11,-9,-18,0,-12,3,-7
CCCS(=O)(=O)C(=C1NCCO1)S(=O)(=O)CCC,4,9,-3,4,3,-11,-2,-2,4,-9,-1
c1ccc2c(c1)COC(CNC1CCCCC1)OC2,-13,-16,1,-8,-3,-7,-1,-1,-1,-25,-3
Cc1nc(CS(=O)(=O)c2ccccn2)sc1C(=O)NNC(=O)c1ccc(Cl)cc1,25,-21,3,-22,-8,9,-3,-5,9,-9,-6
CCOc1ccc(NC(=O)COC(=O)Cn2cnc3ccccc32)cc1,8,-17,2,6,1,7,-4,0,-7,-11,4
Cn1c(C(=O)N2CCN(Cc3ccccc3)CC2)cc2c(=O)n(C)c3ccccc3c21,20,-18,2,13,-10,5,1,-12,-37,-22,-6
O=C(Cc1cccc2ccccc12)NC(=S)Nc1cccc(C(=O)O)c1,-4,13,3,-6,0,-21,5,3,-9,-4,-1
Cc1ccc(C2=CC(c3ccc(C)cc3)n3ncnc3N2)cc1 (stereo not given),-10,-13,5,16,1,-5,-2,46*,-11,18,26*
C=CCNC(=O)Nc1ccc(F)c(Cl)c1,0,-11,-5,-9,-21,-5,11,6,9,-6,-4
O=C(O)c1c2c(nc3ccc(S(=O)(=O)N4CCC(C(=O)NCc5ccccc5Cl)CC4)cc13)CCCC2,-5,5,-2,-7,5,7,-9,-1,-3,-6,1
COc1ccc(NC(=O)CCN2CC(C)OC(C)C2)c(OC)c1 (stereo not given),11,0,18,-2,5,-9,3,-19,20,-4,1
C=CCOc1ccc(CNc2ccc(NC(=O)CC(C)C)cc2)cc1OC,-14,1,-2,9,19,-24,-5,-4,0,-9,-1
COc1cc(C(=O)N2CCC(N3CCCCCC3)CC2)cc(OC)c1OC,3,-6,1,-8,3,-17,-2,-9,3,-16,-14
CCOC(=O)c1cc2n(c1N)-c1ccccc1C2=O,-29,2,-13,9,-8,-50,-1,4,-5,-11,0
COc1cccc(CNC(=O)Cn2c(=O)n(CCC(=O)N3CCCCC3)c(=O)c3sccc32)c1,3,15,7,-15,-5,7,6,-7,1,-1,-8
S=C(NCCc1ccccc1)NC1CCC(NC(=S)NCCc2ccccc2)CC1 (stereo not given),-24,10,0,4,-26,-38,-3,1,-1,-17,0
O=S1(=O)CCC(N2CCOCC2)C1 (stereo not given),-3,-2,-1,8,-12,2,-3,-11,-9,-26,1
Cc1ncc(CO)c2c1Oc1nc(-c3ccccc3)nc(SCC(=O)N3CCCCC3)c1C2,10,22,5,7,12,6,26,-1,27,23,4

Arranged by heavy-atom count (smallest number first): part of the list above
Compound,SRC3 inh,TROY NFkB inh,ABHD5 PLIN5 PPI,LRH-1 inv ag,NR2F2 inh,NCOA1 inh,Exocytosis inh,NOD2-RIPK2 inh,TWEAK Fn14 block,NCOA2 inhibitor,TLR9-MyD88 inh
O=S1(=O)CCC(N2CCOCC2)C1 (stereo not given),-3,-2,-1,8,-12,2,-3,-11,-9,-26,1
CCOC(=O)c1cc2n(c1N)-c1ccccc1C2=O,-29,2,-13,9,-8,-50,-1,4,-5,-11,0
O=[N+]([O-])c1ccccc1S(=O)(=O)N1CCN(C2CCN(Cc3ccccc3)CC2)CC1,6,-4,-4,3,-8,6,-1,0,2,1,0

(further entries)
Compound,SRC3 inh,TROY NFkB inh,ABHD5 PLIN5 PPI,LRH-1 inv ag,NR2F2 inh,NCOA1 inh,Exocytosis inh,NOD2-RIPK2 inh,TWEAK Fn14 block,NCOA2 inhibitor,TLR9-MyD88 inh
COC(=O)C1=CN(c2cc(C)cc(C)c2)C=C(C(=O)OC)C1c1cccc(F)c1,-8,-38,0,-8,0,3,-2,-8,-28,-7,-8
S=c1[nH]nc(CN2CCCCC2)n1-c1ccc(Cl)cc1,-16,7,6,-18,-10,-16,0,0,3,-14,2
O=C(NCc1ccc(F)cc1)C1CCC(CNc2c(N3CCCCC3)c(=O)c2=O)CC1 (stereo not given),13,7,-1,4,-2,-19,-2,2,-11,-4,0
COc1ccc(-n2nc(C(=O)NCC(=O)N3CCN(c4ccccc4OC)CC3)c3ccccc3c2=O)cc1OC,-42,-18,10,-15,3,0,-1,1,11,-25,-6
Cc1nn(-c2ccccc2)c2nc(-c3ccncc3)cc(C(=O)NCc3ccco3)c12,11,-7,24*,20,2,0,2,9,-26,-12,7
COc1cc(OC)c2ccc(=O)oc2c1C(CCN1CCCC(C)C1)c1ccc2c(c1)OCO2 (stereo not given),3,-7,7,20,17,1,-10,-8,4,0,-3
Cc1ccc2cc(CN(C(=O)c3ccco3)c3cccc(C)c3C)c(=O)[nH]c2c1,13,3,-2,-5,12,-12,5,-2,2,-10,-4
Cc1c(Cl)cnc(NC(=O)COC(=O)[C@@H](NC(=O)c2ccco2)C(C)C)c1Cl,-4,3,7,-18,-1,-4,-3,1,-17,6,-9
O=C(Cn1nnc(-c2ccccc2NC(=O)C2CC2)n1)NC1CCCCC1,0,-1,-5,10,14,3,1,-12,-3,6,4
COc1ccc2c(COC(=O)c3ccc(C)c(S(=O)(=O)N4CCOCC4)c3)cc(=O)oc2c1,-22,-3,6,-13,12,-9,-13,2,-23,7,-7
CC(NC(=O)CC12CC3CC(CC(C3)C1)C2)C(=O)O (stereo not given),17,-9,-3,12,2,-7,63*,-3,-6,1,-4
COc1ccc(NC(=O)CCSCCC(=O)Nc2ccc(OC)cc2OC)c(OC)c1,-8,-35,5,18,7,-3,-4,2,-16,1,-3
Cn1nc(C(F)(F)F)c2cc(C(=O)Nc3ccc(Cl)cc3)sc21,8,26,-2,4,4,-21,0,-4,22,1,1
COc1ccc(CN(C(=O)c2ccccc2OC)C2CCS(=O)(=O)C2)cc1 (stereo not given),-6,-21,1,0,6,-5,-4,4,2,-19,-15
CC(CNC(=O)c1ccc(-c2ccccc2)cc1)CN(C)C (stereo not given),7,0,10,6,-2,-6,4,-3,-14,-9,-5
CCN(CC)S(=O)(=O)c1cccc(-c2nnc(SCCCC(=O)c3ccccc3)o2)c1,8,17,0,1,21,6,-3,-8,5,20,2
Nc1ccc(S(=O)(=O)NCC(=O)OCCOc2ccccc2)cc1[N+](=O)[O-],-2,8,-5,0,-12,-30,-1,0,2,0,2
COc1ccc(C)cc1NC(=O)c1ccc2c(c1)OCO2,-6,-22,-4,-42,-18,-14,-1,-1,-1,-31,-2
CC(C)(Cc1ccccc1)/[N+]([O-])=C\c1ccc(C(F)(F)F)cc1,-23,-33,1,-9,-2,7,-3,-2,5,-26,-3
Cc1cccc(N2CCN(C(=O)COc3noc4nc(C)cc(C)c34)CC2C)c1 (stereo not given),9,5,9,5,-6,6,0,-9,-8,-27,3
O=C1C(=O)N(CCN2CCOCC2)C(c2cccc(Cl)c2)/C1=C(\O)c1ccc2c(c1)OCCO2 (stereo not given),-19,-20,4,-8,-18,-1,-2,16,-14,-18,7
C(=C\CSc1ncn[nH]1)/CSc1ncn[nH]1,18,-9,4,-14,-2,-20,0,0,13,-27,-7
CCC(=O)N1c2ccc(S(=O)(=O)CCC(=O)NCc3cccs3)cc2CC1C (stereo not given),13,10,-4,13,5,-6,2,2,21,-2,-8
CCOC(=O)c1nn(-c2ccc(F)cc2)c(=O)cc1OCC(=O)Nc1ccc(OCC)cc1,-17,11,4,35,10,-120,3,7,-21,-20,-11
COc1ccc(C2=NOC(C(=O)NC3CCCCC3)C2)cc1OC (stereo not given),2,12,-3,8,2,5,-4,12,-9,-25,-8
C[C@H]1COC(=O)[C@H](Cc2ccc(F)cc2)C/C=C\C[C@H](CC(=O)N(CCO)Cc2ccccc2)C(=O)N1,-15,-13,2,-27,-17,1,16,-11,-7,16,2
Cc1ccc(NC(=O)CNC(=O)c2ccc(C)o2)cc1,-14,18,-4,4,-3,-17,-9,2,1,-16,-17
Cc1nc(C(=O)O)cc([N+](=O)[O-])c1C,-7,-7,-3,-3,13,-6,8,1,-14,-12,-2
Cc1ccnc(NC(=O)Cn2c(=O)oc3cc(S(=O)(=O)N4CCCC4)ccc32)c1,8,-8,1,4,2,5,-4,-1,-1,-24,5
O=[N+]([O-])c1cc2oc3c(c2c(C=NCc2ccncc2)c1O)CCCC3,12,-2,-2,-4,.,0,-4,4,33,.,4

Compound,SRC3 inh,TROY NFkB inh,ABHD5 PLIN5 PPI,LRH-1 inv ag,NR2F2 inh,NCOA1 inh,Exocytosis inh,NOD2-RIPK2 inh,TWEAK Fn14 block,NCOA2 inhibitor,TLR9-MyD88 inh
COc1cccc(-c2nn(-c3ccccc3)cc2CN(C)Cc2ccno2)c1,-5,-20,11,12,14,-45,2,1,-10,3,1
COCCNC(=O)C1(C)CCN(C(=O)c2cc(C)nn2C(C)(C)C)C1 (stereo not given),-5,-4,5,-4,-6,1,2,-10,0,-3,.
COc1ccc(C(=O)CC(=O)C(=O)Nc2cc(C)ccc2C)cc1,-26,-21,5,-20,-28,-10,-2,-4,1,-10,-2
Cn1c(SCC(=O)c2ccc(F)cc2)nc2cccnc21,2,3,-1,0,-2,-7,2,6,61*,-23,-1
Cc1cccc(C)c1-n1nnnc1C1(C)CCC(=O)N1Cc1cccnc1 (stereo not given),.,-11,-5,-10,0,.,-7,0,-7,-14,.
CCOC(=O)C1CCN(C(=O)c2ccc3c(c2)C(=O)N(c2ccccc2C)C3=O)CC1,9,-20,6,9,16,14,0,-10,3,6,-11

The list is partial; count on the stated rates, not on these rows.
